# Screens (PubChem)
# PG9 Ab binder = PG9 antibody binding by small molecule; hit rate 0.43% among 360,000; AID 624416; TR-FRET gp120-PG9 antibody binding; inhibition, % at 6.7 µM; in the data active = inhibition above about 8.5%
# MBD2 inh = blocks human MBD2 binding to methylated DNA | TR-FRET, MBD2 binding to methylated oligonucleotide | Q9UBB5 | hit rate 0.31% among 370,000 | inhibition, % at 4.4 µM; in the data active = inhibition above about 13%
# PRMT1 FP inh = PRMT1 (human) inhibition, primary screen; hit rate 1.3% among 370,000; inhibition, % at 2.79 µM; recombinant PRMT1, activity-based probe fluorescence polarization; AID 652257; Q99873;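 active = inhibition above about 21% made by adding two undisclosed values, limit read from the data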
# Target sequence (Q99873 whole entry, looked up): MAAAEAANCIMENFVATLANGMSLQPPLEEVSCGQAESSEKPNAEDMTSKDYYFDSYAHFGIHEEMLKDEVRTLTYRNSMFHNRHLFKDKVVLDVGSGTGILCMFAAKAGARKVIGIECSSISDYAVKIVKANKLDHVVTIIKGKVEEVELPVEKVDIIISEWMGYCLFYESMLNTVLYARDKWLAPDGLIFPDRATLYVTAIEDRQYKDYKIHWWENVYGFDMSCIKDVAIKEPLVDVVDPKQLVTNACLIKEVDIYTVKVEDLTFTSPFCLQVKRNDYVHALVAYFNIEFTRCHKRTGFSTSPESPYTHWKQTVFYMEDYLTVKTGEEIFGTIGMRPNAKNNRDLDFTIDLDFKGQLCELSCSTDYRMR
# mABHD4 FP = inhibitors of mouse ABHD4; hit rate 0.54% among 370,000; Q8VD66; AID 720543; inhibition, % at 8.92 µM; purified mABHD4, FP-Rh probe fluorescence polarization;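 active = inhibition exceeding the mean over every tested compound plus 3 SD, cut at about 30% in these data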;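 also: 0% = plate median of compound wells and 100% = S159A mutant with DMSO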
# Target sequence (Q8VD66 whole entry, looked up): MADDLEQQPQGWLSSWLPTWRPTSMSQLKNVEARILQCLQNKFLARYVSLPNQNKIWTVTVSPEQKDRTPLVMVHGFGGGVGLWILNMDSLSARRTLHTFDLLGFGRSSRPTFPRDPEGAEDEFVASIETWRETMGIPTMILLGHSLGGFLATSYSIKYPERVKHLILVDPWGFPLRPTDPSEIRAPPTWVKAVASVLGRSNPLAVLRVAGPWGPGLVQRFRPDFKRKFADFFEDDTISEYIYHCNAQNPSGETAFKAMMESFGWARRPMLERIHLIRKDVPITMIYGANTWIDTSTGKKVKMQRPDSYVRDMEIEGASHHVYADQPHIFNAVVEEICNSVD
#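 Material: mouse ABHD4 enzyme, wild type; Benchmarks: S159A mutant high control, sample median low control; Buffer or medium: HEPES pH 7.0, NaCl, Pluronic buffer; Signal: fluorescence polarization; Read-out: percent inhibition of probe binding, normalized to plate controls; Timing: pre-incubation 45 min, probe exposure 60 min, at 25 °C; Dosing: 8.92 µM, single dose.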
# LEDGF integ inh = blocks HIV-1 LEDGF/p75-dependent DNA integration. AID 743269. TR-FRET IN-LEDGF/p75 DNA integration, Eu/Cy5. hit rate 0.64% among 370,000. inhibition, % at 3.7 µM;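 active = inhibition above the screen-wide mean plus 3 SD, cut at about 13% in these data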;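 also: signal is the Cy5 over europium emission ratio at 671 and 618 nm; 0% = plate median of compound wells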
# HTRA1 inhibitor = inhibitors of human serine peptidase HTRA1; recombinant HTRA1, FP-rhodamine activity-based probe, fluorescence polarization; hit rate 0.5% among 340,000; Q92743; AID 504803; inhibition, % at 5.96 µM; in the data active = inhibition above about 36%;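 also: 0% = enzyme with DMSO and 100% = wells lacking enzyme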
# NR1D1 modulator = Rev-erb alpha (human) modulation; hit rate 0.79% among 370,000; Rev-erbα–FITC-DNA binding, fluorescence polarization, 90 min; AID 1259318; activity, % at 10 µM;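 active = activity above about 14%, limit read from the data; passing the limit was not always enough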;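 also: 0% = DMSO wells with 35 nM protein and 100% = DMSO wells with 750 nM protein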
# rCAG RNA binder = binds r(CAG) RNA repeats | AID 651821 | r(CAG) RNA repeat, TO-PRO-1 dye displacement fluorescence | inhibition, % at 3 µM | hit rate 1.3% among 370,000;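 active = inhibition above the plate cutoff, the mean of all test compounds on that plate plus 3 SD, cut at about 35% in these data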;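 also: 0% = DMSO alone and 100% = 100 µM mitoxantrone as full dye displacement; higher means more dye released from RNA so lower well fluorescence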
# TCR-CD3 inh = inhibitors of human TCR-CD3 interaction; TAMRA-labeled TCR probe fluorescence, biochemical; hit rate 0.37% among 360,000; inhibition, % at 9.4 µM; AID 651800; in the data active = inhibition above about 19%;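 also: recombinant mutant TCR 2C K166C tagged with TAMRA read by polarization; 0% = receptor in buffer alone and 100% = receptor with positive control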
# UHRF1 binding = human UHRF1 methylated DNA binding inhibitors; Q96T88; UHRF1 binding to methylated oligo, TR-FRET; inhibition, % at 4.4 µM; hit rate 0.75% among 370,000; in the data active = inhibition above about 21%;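 also: UHRF1 SRA domain binding a hemimethylated CpG hairpin DNA probe; 0% = median of test compound wells and 100% = reference inhibitor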
# Numbers without * were called inactive; / = not tested or not shown; & = joins results of further samples. Only part of the results is shown; count on the stated rates, not on these rows.
SMILES,PG9 Ab binder,MBD2 inh,PRMT1 FP inh,mABHD4 FP,LEDGF integ inh,HTRA1 inhibitor,NR1D1 modulator,rCAG RNA binder,TCR-CD3 inh,UHRF1 binding
C=C(C)c1cccc(C(C)(C)NC(=O)NC2CN3CCC2CC3)c1 (stereo not drawn),-0.4,2,0,-2,-10,-4,38*,1,2,-5
CC1=C(C/C(C)=C/c2ccccc2)/C(=C/CO)[C@@H]2OC(=O)O[C@]2(C)C12CC2,0.4,3,1,-6,4,-17,-3,5,-8,2
O=C1CN(O)C(c2ccccc2)=c2cc(Cl)ccc2=N1,-2.1,4,1,9,-7,-3,2,2,0,1
CN1C(=O)C(=Cc2ccc(N3CCCCC3)o2)C(=O)N(C)C1=S,-3.9,-2,-3,-5,-1,-11,40*,3,-1,-1
COC(=O)C1=C(c2cccc(C#N)c2)C[C@@H]2CC[C@H]1N2C(=O)NCCO,-0.5,0,3,6,-2,1,-6,3,-8,4
COc1ccccc1C1=NCc2nnc(C)n2-c2ccc(Cl)cc21,-1.6,-3,-1,1,-1,7,7,-2,1,-2
O=C1Nc2cc(C(=O)N3CCC4(CC3)OCCO4)ccc2S/C1=C\c1ccccc1,-1.1,-1,0,-10,4,-6,-10,1,-3,3
COc1ccc(C(=O)C2CCCN(Cc3cnc(C)s3)C2)cc1OC (stereo not drawn),-1.4,-6,0,1,0,6,0,-6,1,-2
CN1CCc2cc(O)cc3c2[C@H]1Cc1ccc(O)c(O)c1-3,5.7,-3,79*,57*,11,30,0,2,17,10
Clc1cnc(Oc2ccc(Oc3ncc(Cl)cc3Cl)cc2)c(Cl)c1,-0.2,-5,-3,-1,0,6,2,-2,-2,3
O=C1NC(=O)C2(CCCc3ccc(N(CCCl)CCCl)cc32)N1 (stereo not drawn),0.2,-2,-2,-1,-4,3,1,1,1,0
CC(=O)OC1CC[C@@]2(C)C(=CC(=O)C3C4CCC(OC(C)=O)[C@@]4(C)CCC32)C1 (stereo partly drawn),-0.7,0,-2,4,0,-1,4,-2,10,-3
COC(=O)C1=C(c2ccc(OC)c(OC)c2)C[C@@H]2CC[C@H]1N2C(=O)NCCOc1ccccc1,-1.0,-3,-3,1,0,3,-1,-10,3,0
CCOC(=O)[C@]1(C#N)[C@@H]2C=CC(C(C)=O)=CN2[C@@H](C(N)=O)[C@@H]1c1ccsc1,-0.6,3,15,19,0,-5,0,1,-3,-9
O=C(O)C(Br)Br,0.9,4,-1,0,-3,/,7,2,8,1
C/C(=N\Nc1ccccc1)c1c(O)[nH]c(=O)[nH]c1=O,-2.4,-2,3,5,-3,6,-2,1,-1,0
CCOc1cc2c(cc1OCC)-n1cccc1C(c1cc(OC)ccc1F)NC2 (stereo not drawn),0.1,-3,-1,2,2,-5,0,-9,5,3
CN1CCN(CC(=O)Nc2ccc([N+](=O)[O-])cc2C(=O)c2ccccc2)CC1,-0.3,8,-2,3,-3,0,-2,-3,-8,6
O=Cc1cn(Cc2ccc(Br)cc2)c2ccccc12,0.3,5,0,-14,2,-25,-3,6,8,0
COC(=O)C1=C(c2cccc(C#N)c2)C[C@@H]2CC[C@H]1N2C(=O)N1CCC(C)CC1,1.3,-9,-1,4,2,-6,-3,-7,-5,-1
COc1ccc2c(c1)c(C(=O)CN1CCC3(CC1)OCCO3)c(C)n2Cc1ccccc1,0.3,3,1,8,0,-6,-1,0,4,-3
CC(Cl)(Cl)/C(=N/P(=S)(N1CCOCC1)N1CCOCC1)N1CCOCC1,-2.9,-7,-6,2,5,-3,3,-3,1,-6
CCN1C[C@]2(COC(=O)c3ccccc3N)CC[C@H](OC)C34[C@@H]5C[C@H]6[C@H](OC)[C@@H]5[C@](O)(C[C@@H]6OC)[C@@](O)([C@H]13)[C@@H](OC)[C@@H]42,-0.5,1,6,2,-10,-1,0,-12,-5,1
CCOCCN1CCN(c2nnc3n2-c2ccc(Cl)cc2C(c2ccccc2Cl)=NC3)CC1,-1.1,-4,-6,-5,-5,-9,-4,-5,6,0
COc1cccc(Oc2c(C)oc3cc(OC(=O)N(C)C)ccc3c2=O)c1,-0.2,0,-1,8,1,-6,-5,-4,-2,5
# The listing continues.
SMILES,PG9 Ab binder,MBD2 inh,PRMT1 FP inh,mABHD4 FP,LEDGF integ inh,HTRA1 inhibitor,NR1D1 modulator,rCAG RNA binder,TCR-CD3 inh,UHRF1 binding
COc1ccccc1-n1c(O)c(C=NCCCn2ccnc2)c(=O)[nH]c1=O,0.0,2,4,-3,-2,8,0,1,-5,2
CC[C@H](OC(C)=O)C(C[C@H](C)N(C)C)(c1ccccc1)c1ccccc1,0.7,2,4,1,-2,2,2,3,-10,-2
COc1ccc(C2c3c(nc(C)[nH]c3=O)Oc3c2c(=O)oc2ccccc32)cc1 (stereo not drawn),0.8,2,6,-2,-3,/,4,11,-6,0
CN1C(=O)C(Cc2ccsc2)C(=O)N(C)C1=O,2.3,10,10,-18,-3,-6,7,4,-1,-1
Cc1c(C)c2ccc(OCC(=O)N3CCC(C(=O)O)(c4ccccc4)CC3)cc2oc1=O,1.1,0,-2,3,0,2,-8,21,10,-1
CNP(=O)(Oc1ccccc1)OC12CC3CC(CC(C3)C1)C2 (stereo not drawn),0.3,4,1,-1,-2,-4,1,-11,10,1
C/C(CCc1c[nH]c2ccccc12)=N\O,0.7,3,0,0,-3,3,-8,2,2,2
Cc1nc2ccccc2c(=O)n1-c1ccc(Cl)cc1[N+](=O)[O-],-0.8,5,4,6,-2,2,-4,-2,-11,9
CCCCC(=O)N/N=C/c1c(O)n(CC)c(=S)[nH]c1=O,-0.8,3,-2,10,3,3,5,-1,-4,8
COC(=O)C1=C(c2cccc(OCc3ccccc3)c2)C[C@@H]2CC[C@H]1N2C(=O)NCc1ccccc1C(F)(F)F,-1.6,4,-1,-20,0,-32,1,6,-2,-3
Cc1ccc(NC(=O)c2cn(CCC#N)nc2-c2ccc3c(c2)OCCO3)c([N+](=O)[O-])c1,2.5,0,-4,6,3,-6,2,2,-6,-1
Cc1c(C=C2C(=O)N(C)C(=S)N(C)C2=O)c2ccccc2n1CC(=O)NCC1CCCO1 (stereo not drawn),-2.2,2,2,-43,3,-6,-6,6,-47,0
Cc1ccc(-c2nc3ccccc3c(=O)n2-n2cccc2)cc1,0.9,-2,2,1,-1,-1,5,-3,-3,-1
C[C@H](CO)N1C[C@H](C)[C@@H](CN(C)C(=O)Oc2ccc3ccccc3c2)OCc2cnnn2CCCC1=O,-1.8,-4,-3,3,-1,1,-5,2,2,-1
COC(=O)C1=C(c2cccc(C#N)c2)C[C@@H]2CC[C@H]1N2C(=O)NCCOc1ccccc1Cl,-1.8,-2,2,1,-2,-12,9,-6,3,1
CN(C)CC1CSCCC1(O)c1ccccc1 (stereo not drawn),2.3,5,0,-3,1,2,3,-4,3,0
CCOC(=O)CNC(=O)N1Cc2cc(-c3ccc(OC)cc3)ccc2-n2nncc2C1,-0.4,-7,-5,-3,4,/,3,4,-1,1
Cc1ccc(NP(=O)(Nc2ccc(C)cc2)Oc2ccccc2)cc1,-0.3,2,-3,-8,2,-44,2,-6,13,-1
CN(Cc1ccccc1)Cc1ccccc1OC(=O)N(C)C,1.4,7,8,-9,-4,-2,4,-3,-3,4
COc1ccc(N=Cc2c(O)n(Cc3cccs3)c(=O)[nH]c2=O)cc1,-1.4,3,-3,6,-2,0,9,1,4,1
Cc1cc(C)c(NC2=NCCS2)cc1C,2.4,2,0,2,2,-2,1,1,-3,0
Cc1cc(-c2ccccc2)cc(C)[n+]1Cc1ccccc1,0.9,-2,-5,6,0,-1,-7,0,5,1
CN(C)[C@@H]1C(=O)C(C(N)=O)=C(O)[C@@]2(O)C(=O)C3=C(O)c4c(O)ccc(Cl)c4[C@@](C)(O)[C@H]3C[C@@H]12,-2.9,-5,24*,57*,14*,40*,-6&-7,22,11,2
COc1ccc(OC)c(N2Cc3ccccc3C2=N)c1,-0.4,-5,1,-1,-3,6,2,-1,4,0
CC1CCCN(C(=O)CN2C3CCC2CC(O)(c2ccc(F)cc2)C3)C1 (stereo not drawn),-0.3,-2,-2,-7,4,1,4,-4,2,0

# Some of these compounds in order of SMILES length, rising.
SMILES,PG9 Ab binder,MBD2 inh,PRMT1 FP inh,mABHD4 FP,LEDGF integ inh,HTRA1 inhibitor,NR1D1 modulator,rCAG RNA binder,TCR-CD3 inh,UHRF1 binding
Cc1cc(C)c(NC2=NCCS2)cc1C,2.4,2,0,2,2,-2,1,1,-3,0
CN(C)CC1CSCCC1(O)c1ccccc1 (stereo not drawn),2.3,5,0,-3,1,2,3,-4,3,0
CCOC(=O)CNC(=O)N1Cc2cc(-c3ccc(OC)cc3)ccc2-n2nncc2C1,-0.4,-7,-5,-3,4,/,3,4,-1,1

# The results go on:
SMILES,PG9 Ab binder,MBD2 inh,PRMT1 FP inh,mABHD4 FP,LEDGF integ inh,HTRA1 inhibitor,NR1D1 modulator,rCAG RNA binder,TCR-CD3 inh,UHRF1 binding
O=C1NC(=O)C(CCc2ccncc2)(Cc2ccc3c(c2)OCO3)C(=O)N1CCc1ccccc1 (stereo not drawn),-0.7,-2,-1,4,0,-6,0,-3,2,-1
Oc1ccc(C2NCc3ccccc3-n3cccc32)cc1Cl (stereo not drawn),-0.6&-1.6,-3&1,1&0,2&2,0&2,9&5,-4&-1,3&-2,0&12,12&-1
OCC(Br)CBr (stereo not drawn),0.1,1,2,-6,-4,0,1,0,0,7
CN(C)c1ccc(NC(=O)CN2C(=O)CN=C(c3ccccc3)c3cc(Cl)ccc32)cc1,-1.3,-3,1,2,3,10,10,6,1,1
COc1ccc(-n2c(CN3CCOCC3)nc3ccccc3c2=O)c(OC)c1,1.6,2,4,-4,3,-6,8,-4,-6,2
FC(F)(F)c1ccc(CNCCc2c[nH]c3ccccc23)cc1,0.4,7,5,-1,4,3,5,-3,-3,1
CN(C)S(=O)(=O)c1cc(NC(=O)COC(=O)Cc2ccccc2)ccc1Cl,0.3,-6,-1,-3,-2,-4,3,3,2,0
CCN(CC)CCN=Cc1c(O)n(C2CCCCCC2)c(=O)[nH]c1=O,-1.2,-1,-1,-1,5,5,-2,-4,-5,3
COC(=O)C1=C(N)Oc2cc(C)oc(=O)c2C12C(=O)Nc1ccccc12 (stereo not drawn),-1.5,-3,-3,-6,-2,2,0,-3,2,0
CN1c2ccccc2Oc2ccccc21,-4.2,0,1,-2,0,1,-7,1,-5,7
Cc1ccc2cc3cc(C(=O)N4CCC5(CC4)OCCO5)oc3nc2c1,-1.7,-1,-2,0,3,3,7,-5,4,-1
CCCC[N+]12CCC(CC1)C(C(O)(c1ccccc1)c1ccccc1)C2 (stereo not drawn),-0.9,1,-1,2,-2,4,4,0,-6,0
COc1cc(O)c2c(c1)/C=C/C[C@H](O)[C@H](O)C(=O)CCC[C@H](C)OC2=O,-0.3,0,6,-3,-3,/,1,1,-2,0
CCC(C)c1cnc(CC(C)C)c(=O)n1O (stereo not drawn),2.8,-3,0,2,2,/,-1,0,2,5
COC(=O)[C@@H]1C[C@]2(C(=O)O)c3ccccc3N(OOSc3ccccc3)[C@@H]2N1C(=O)OC,-2.6,2,1,-5,2,3,-3,4,0,4
C=C(C)[C@@H]1C2C(=O)O[C@H]1[C@H]1OC(=O)[C@@]34OC3C[C@]2(O)[C@@]14C (stereo partly drawn),0.2,4,-1,-8,2,0,0,1,9,-1
O=C(Cc1cccc(C(F)(F)F)c1)N1CCN(CC(=O)N2CCCC2)CC1,0.4,-4,-2,-3,2,5,-7,2,2,0
CC(=NCCN(C)C)c1c(O)n(Cc2ccccc2)c(=O)[nH]c1=O,-3.1,-3,0,0,2,3,-5,0,4,1
